From PubChem
Shn3 inh set2 = inhibitors of Schnurri-3 3'UTR reporter in osteoblasts | AID 588674 | actives 0.52% (n = 360,000) | inhibition, % at 12.5 µM | Clone20 osteoblast Shn3 3'UTR firefly luciferase, 24 h;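 active = mean inhibition of at least 75% with every replicate also reaching 75%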;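 also: 0% = median of neutral control wells and 100% = pilot-screen positive control compound; some compounds past the cut are filed as inactive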
TROY NFkB inh = blocks TROY-dependent signaling in reporter cells; inhibition, % at 10 µM; Q293 LMP1-TROYcd NF-kB luciferase reporter, 4 h; actives 0.98% (n = 360,000);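 active = compounds whose plate-normalised and pattern-corrected inhibition of the luciferase reporter signal at the single screening dose is 50% or more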
HIF-2a inh = blocks HIF-2a reporter activity; 786-0 RCC cells HIF-2a reporter, luciferase luminescence, overnight; inhibition, % at 18.8 µM; actives 0.72% (n = 360,000);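 active = inhibition of the luminescence signal of 40% or more relative to plate controls, in a single-dose primary screen at 18.75 µM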
Peg3 prom inh = reduces Peg3 promoter-driven luciferase expression in HeLa. HeLa PEG-Prom luciferase reporter, luminescence, overnight. inhibition, % at 20 µM. actives 1.7% (n = 360,000);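 active = inhibition of at least 50% at 20 µM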
CF NFkB inh = cystic fibrosis NF-kB activation inhibition; KKLEB NF-kB-GFP reporter, PAF-induced, GFP fluorescence overnight; inhibition, % at 5 µM; actives 0.86% (n = 360,000); AID 588850;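 active = at least 50% inhibition at 5 µM, scaled per plate between neutral and stimulator controls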;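 also: PAF is a Pseudomonas aeruginosa culture filtrate used as stimulus; plate controls were PAF-stimulated DMSO wells for no effect and unstimulated DMSO wells for full effect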
C8 TRAIL sens = sensitizes caspase-8 expressing cells to TRAIL; AID 624354; NB7+C8 cells + TRAIL, ATPlite viability luminescence; actives 1% (n = 360,000); inhibition (viability loss, TRAIL sensitization), % at 10 µM;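 active = compounds causing at least 50% loss of cell viability in the single-dose screen, relative to plate controls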
NR2E3 ag-1 = agonists of human nuclear receptor NR2E3; AID 2300; Q9Y5X4; actives 0.12% (n = 320,000); GST-NR2E3/biotin-RetCOR TR-FRET, 1536-well; inhibition of corepressor binding, % at 4.78 µM;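 active = percent inhibition above the cutoff of mean plus 3 SD of all tested compounds, set per screening campaign, cut at about 20% in these data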;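 also: 0% = DMSO wells and 100% = biotin wells as full block of FRET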
Target sequence (Q9Y5X4 whole entry, looked up): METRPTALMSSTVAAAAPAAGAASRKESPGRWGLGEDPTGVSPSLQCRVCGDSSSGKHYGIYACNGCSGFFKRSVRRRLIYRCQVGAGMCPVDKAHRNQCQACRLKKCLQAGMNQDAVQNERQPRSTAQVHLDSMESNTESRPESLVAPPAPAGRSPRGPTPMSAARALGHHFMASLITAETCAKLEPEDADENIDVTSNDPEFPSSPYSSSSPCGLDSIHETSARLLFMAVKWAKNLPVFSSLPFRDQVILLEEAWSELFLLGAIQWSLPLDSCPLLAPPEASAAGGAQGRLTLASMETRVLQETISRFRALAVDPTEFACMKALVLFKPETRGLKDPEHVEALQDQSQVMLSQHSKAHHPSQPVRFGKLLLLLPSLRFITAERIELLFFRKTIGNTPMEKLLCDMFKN
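Format: 1536-well format; test system: GST-NR2E3 and biotin-RetCOR proteins; read-out basis: percent inhibition of TR-FRET ratio; timing: 5 h incubation at 4 °C; detection: time-resolved FRET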
KKLEB tox = reduces viability of KKLEB cystic fibrosis airway cells | actives 0.36% (n = 360,000) | activity change (cytotoxicity), % at 5 µM | KKLEB CF airway cells viability, ATPlite luminescence, overnight; active compounds read low; cells stimulated with P. aeruginosa culture filtrate | AID 602141;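 active = corrected activity change at or below -50% at 5 µM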
TWEAK Fn14 block = inhibitors of TWEAK-Fn14 interaction signaling | TWEAK-stimulated Fn14 reporter cells, luciferase luminescence, 8 h | actives 2% (n = 360,000) | AID 1159606 | inhibition, % at 10 µM; in the data active = inhibition above about 50%
NR2E3 ag-2 = activates human NR2E3 receptor. Q9Y5X4. CHO-S Gal4-NCOR/VP16-NR2E3 two-hybrid, luciferase. inhibition of corepressor binding, % at 3.98 µM. actives 0.35% (n = 360,000). AID 602229;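 active = inhibition above the mean of all tested compounds plus 3 SD, cut at about 70% in these data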;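 also: 0% = DMSO with NR2E3 transfected cells and 100% = cells lacking NR2E3 construct; higher means lower luciferase signal from less NR2E3 corepressor binding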
TRPM1 prom inh = MITF TRPM1 promoter inhibition in SK-MEL-5 cells; SK-MEL-5 TRPM1 promoter luciferase, 24 h; inhibition, % at 12.5 µM; actives 0.83% (n = 330,000); AID 488899;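 active = mean inhibition across replicates of 60% or more, whatever share of single replicates reaches that level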; also: values of inactives mirror those of a sister screen read the other way
An asterisk follows results filed as active; nt = no result given. This is a subset; rates above refer to the full screens.

Compound	Shn3 inh set2	TROY NFkB inh	HIF-2a inh	Peg3 prom inh	CF NFkB inh	C8 TRAIL sens	NR2E3 ag-1	KKLEB tox	TWEAK Fn14 block	NR2E3 ag-2	TRPM1 prom inh
O=C(CN1CCCC1)N/N=C/c1ccc(-c2cccc(Cl)c2)o1	-4.4	-2.8	-27.9	-24.6	0.2	2.2	1.8	1.4	-17.5	-18.4	-9.6
CC1(CCOCc2ccccc2)NC(=O)NC1=O (stereo not drawn)	-4.2	10.3	0.8	11.9	-4.4	-1.1	nt	1.5	4.0	-27.6	0.1
CC(Oc1ccc(F)cc1)C(=O)NN (stereo not drawn)	-12.9	-7.7	18.4	3.2	-15.6	-7.6	-2.3	1.7	-6.8	-5.3	4.4
O=C(NCC1CC1)c1onc(CSc2ccccc2)c1C(=O)NCC1CC1	9.1	3.3	8.3	5.8	-6.0	-5.3	-0.2	-12.8	-9.3	-1.5	5.0
Cc1cc(NS(=O)(=O)c2ccc(NC(=O)C3CCCCC3)cc2)no1	-9.2	5.5	16.1	10.9	13.1	2.6	3.9	-3.0	-0.9	-5.2	-5.0
Cc1nn(CCCC(=O)NCc2ccccc2)c(=O)c2nccn12	-12.3	10.3	5.0	-3.0	-9.9	-7.8	1.0	2.5	12.6	-19.7	8.9
CC(=O)N(C1=C(N)C(=O)c2ccccc2C1=O)C(C)C	-24.1	1.0	5.6	-5.7	5.3	-0.7	1.8	-2.4	17.6	-5.0	7.8
O=C(NC1CCCC1)C(c1ccccn1)N(C(=O)c1csnn1)c1ccccc1Cl (stereo not drawn)	3.5	-13.8	10.1	-3.4	-6.3	-3.1	6.7	3.1	-3.3	1.2	-14.8
C=CCNc1nc2c(c(=O)n(C)c(=O)n2C)n1CC(=C)C	8.9	-1.7	9.2	0.2	-11.1	8.3	4.9	-11.2	8.5	-32.8	-4.0
CN(C)c1ccc(C(CNC(=O)c2ccc(C#N)cc2)c2c[nH]c3ccccc23)cc1 (stereo not drawn)	5.5	4.9	11.4	10.7	-2.4	-1.8	-3.9	-17.7	9.3	9.4	14.5
Cc1cc(N(CC(=O)NC2CC2)S(C)(=O)=O)ccc1Br	9.1	2.6	14.2	11.7	-8.0	-2.8	-3.9	8.2	-8.7	6.8	3.0
CC(=O)NC1=NC(=O)C(C)S1 (stereo not drawn)	1.2	-2.9	11.1	4.8	1.0	-1.9	1.1	-3.4	14.3	-21.1	-0.9
CCN(CC)CCN1CCn2c3c(c4cc(C)ccc42)CCCC31 (stereo not drawn)	23.4	5.4	-32.0	-9.4	-6.1	-5.0	-0.8	-2.5	0.0	-23.9	-24.4
COc1ccc(-c2nc(N)n(C(=O)c3ccc(C)cc3)n2)cc1	10.4	7.5	-13.2	-11.1	22.6	3.6	-3.0	-12.8	33.2	-33.9	-2.7
COc1cc(NC(=O)CCn2c(=O)[nH]c3ccsc3c2=O)cc(OC)c1	-16.2	-18.9	-5.4	-19.2	0.9	-8.0	-2.1	-4.4	-4.4	-16.2	-10.6
COc1ccc(-c2ccnc(SCC(=O)N3CCN(c4ccccc4)CC3)n2)cc1	3.5	-8.3	15.4	10.8	21.7	-0.1	-3.1	4.0	5.4	-9.7	-14.6
COc1ccccc1CNC(=O)c1ccc2c(=O)n(CC3CCCO3)c(=S)[nH]c2c1 (stereo not drawn)	4.6	-3.3	23.9	16.5	17.9	12.5	3.5	-8.7	20.1	6.2	0.9
O=c1c(Cl)c(N2CCNCC2)cnn1C12CC3CC(CC(C3)C1)C2	-13.7	9.4	18.1	11.4	0.7	-5.7	1.0	-0.5	16.3	-17.7	-4.0
CC1CC(C)CN(S(=O)(=O)N2CCC(C(=O)NCCC3=CCCCC3)CC2)C1 (stereo not drawn)	-1.6	-19.8	7.2	0.7	-1.6	0.8	0.4	-1.6	-3.3	-26.5	-13.0
O=C(Cn1nnc2ccccc21)Nc1ccc([N+](=O)[O-])cc1	-23.6	11.8	-12.8	-10.5	-9.4	-5.2	2.4	3.8	-7.6	-23.2	8.9

An excerpt from above in order of formula weight, lowest first.
Compound	Shn3 inh set2	TROY NFkB inh	HIF-2a inh	Peg3 prom inh	CF NFkB inh	C8 TRAIL sens	NR2E3 ag-1	KKLEB tox	TWEAK Fn14 block	NR2E3 ag-2	TRPM1 prom inh
O=C(CN1CCCC1)N/N=C/c1ccc(-c2cccc(Cl)c2)o1	-4.4	-2.8	-27.9	-24.6	0.2	2.2	1.8	1.4	-17.5	-18.4	-9.6
O=C(NCC1CC1)c1onc(CSc2ccccc2)c1C(=O)NCC1CC1	9.1	3.3	8.3	5.8	-6.0	-5.3	-0.2	-12.8	-9.3	-1.5	5.0
O=C(NC1CCCC1)C(c1ccccn1)N(C(=O)c1csnn1)c1ccccc1Cl (stereo not drawn)	3.5	-13.8	10.1	-3.4	-6.3	-3.1	6.7	3.1	-3.3	1.2	-14.8

Carrying on.
Compound	Shn3 inh set2	TROY NFkB inh	HIF-2a inh	Peg3 prom inh	CF NFkB inh	C8 TRAIL sens	NR2E3 ag-1	KKLEB tox	TWEAK Fn14 block	NR2E3 ag-2	TRPM1 prom inh
Cc1cccc(OCC(=O)NCC(c2cccs2)N2CCOCC2)c1 (stereo not drawn)	1.7	-14.5	-14.0	-4.4	8.9	2.9	4.3	-3.3	0.4	-10.5	5.6
CC(C)(C)n1nc2c(c1NC(=O)Cc1ccc(Cl)cc1)CS(=O)(=O)C2	-10.3	9.7	12.9	6.8	-6.5	-4.0	-3.8	7.0	-0.5	0.9	0.5
COc1ccc(C2=NOC3(CC(=O)N(c4ccc(C)cc4)C3=O)C2)c(OC)c1 (stereo not drawn)	-17.7	-10.1	19.3	1.2	7.4	-3.9	-0.9	3.2	-23.5	-12.6	-8.4
O=C(O)c1ccc(Nc2ncc([N+](=O)[O-])cc2[N+](=O)[O-])cc1	-14.6	-16.5	17.9	6.8	-11.4	10.5	2.3	15.8	-16.6	-14.6	1.7
CCC(C)NS(=O)(=O)c1ccc(S(=O)(=O)N(CC(=O)Nc2ccccc2)CC2CCCO2)cc1 (stereo not drawn)	0.4	-9.4	7.5	4.8	4.9	1.3	0.2	2.7	4.2	-1.2	3.9
Nn1c(SCc2ccccc2F)nnc1-c1ccncc1	nt	-11.0	-49.5	-51.8	-9.2	-2.9	-0.4	1.6	0.6	-20.0	nt
Cc1c(S(=O)(=O)NC2CCCCCC2)c(=O)n(C)c(=O)n1C	-21.1	12.8	4.8	15.6	11.1	4.8	0.7	-10.4	8.1	-1.7	-9.1
NS(=O)(=O)c1ccc(CCNC(=O)[C@@H]2CCCN2S(=O)(=O)c2ccccc2F)cc1	-9.6	2.7	8.6	9.4	-1.5	2.5	4.6	-2.6	38.9	8.1	-2.9
O=C(NCCc1cccnc1)c1cc(COc2ccc(F)cc2Cl)on1	15.6	-1.4	-37.6	-43.7	-4.0	-10.5	0.7	-3.8	-12.3	9.8	-19.5
CC(C)N(C(=O)CO/N=C/c1cccc([N+](=O)[O-])c1)C(C)C	2.4	1.1	5.6	-18.9	-6.9	-3.5	1.2	7.2	-4.1	14.2	2.4
COc1ccc(/C=C(/NC(=O)c2ccco2)C(=O)Nc2ccc(C(=O)O)cc2)cc1	-0.9	-3.0	0.0	7.0	6.9	-14.6	12.5	10.8	-6.0	-33.4	5.5
O=C(Nc1nccs1)C1CCN(S(=O)(=O)c2cnc[nH]2)CC1	0.0	-32.9	10.9	1.0	4.7	1.6	5.3	-16.0	1.7	0.8	-0.6
COc1ccc(/C=C(\NC(=O)c2ccccc2)C(=O)NCCN2CCOCC2)cc1	-44.1	-17.1	-4.8	-8.0	3.1	-3.8	-1.3	5.2	1.2	3.0	0.2
CC(=O)Nc1cccc(OCc2ccc([N+](=O)[O-])cc2)c1	-24.2	-69.8	-226.7	-289.2	-3.0	7.6	nt	-4.7	-0.3	-83.8	nt
COC(=O)[C@H](Cc1ccccc1)NC(=O)NCCC1=CCCCC1	1.8	-10.3	7.0	9.8	0.2	-28.8	-0.5	-2.4	0.0	-4.8	3.3
Cc1cc(F)ccc1NCc1ccccc1[N+](=O)[O-]	-18.8	-22.2	-1.0	23.9	13.3	-5.7	-0.7	-1.2	3.2	-12.9	-4.8
COc1cc2c(cc1OC)C1(CCCCC1)CN(C)C2	7.3	3.3	8.9	-0.8	-8.9	-18.8	-1.1	-2.7	-8.5	-9.1	3.9
CC(C(=O)N1CCCC1)N(c1ccc(Cl)cc1)S(C)(=O)=O (stereo not drawn)	12.4	0.6	15.2	13.2	5.0	-6.4	nt	-0.7	-1.4	-6.4	nt
CCOC(=O)c1c(-c2ccccc2)csc1NC(=O)c1cccc(N2C(=O)CCC2=O)c1	3.9	18.9	-10.3	17.8	29.5	5.4	1.5	-20.4	35.1	-12.3	4.6
O=S(=O)(NC1CCCCCC1)c1cccc(Cl)c1	17.6	-9.6	-6.9	-0.5	12.3	1.9	nt	-11.8	20.6	-11.8	2.6
O=S(=O)(NCCC1=CCCCC1)c1ccc(F)cc1	-3.2	3.2	-3.8	1.9	-2.2	-8.4	2.0	11.0	15.3	-15.0	0.6
COc1cccc(C2NC(=O)NC(C)=C2C(=O)OCC2CCCCC2)c1 (stereo not drawn)	3.3	8.8	11.2	-8.5	20.0	-9.3	1.2	4.2	2.6	-6.7	6.7
Cc1cccc(COCC(Cc2ccccc2)N2CCN(C(=O)c3cccc(C)c3)CCC2=O)c1 (stereo not drawn)	1.8	2.9	8.7	10.4	-19.0	10.6	-1.5	-11.5	0.0	10.1	3.7
O=C1CCC(C(=O)N2CCC(CO)CC2)CN1Cc1ccc(Cl)cc1 (stereo not drawn)	7.7	-14.5	15.8	-0.4	15.1	1.4	-0.2	3.7	1.2	-23.7	2.6
Cc1ccc(Cn2nnnc2CN2CCC(c3nc4ccc(Cl)cc4[nH]3)CC2)cc1	62.6	-5.7	5.0	25.7	-20.2	12.6	-1.6	-12.6	-0.6	18.8	5.2
CCN(C(=O)COc1ccccc1)C1CCCCC1	-2.4	-1.1	11.9	-9.9	7.2	-20.6	1.4	0.3	-12.3	-0.2	-11.4
Cc1cccc(S(=O)(=O)NC(=O)C2(C)CCN2C(=O)c2c(C)noc2C)c1 (stereo not drawn)	-14.6	-9.0	11.5	1.9	6.1	-10.3	nt	-4.4	-7.3	-2.6	nt
O=C(c1ccc2c(c1)OCO2)N1CCN(CCN2C(=O)c3cccc4cccc(c34)C2=O)CC1	5.9	-11.6	6.3	-3.1	5.4	-5.6	nt	2.9	-11.4	-5.5	-25.8
Cc1csc(=O)n1CCC(=O)OCC(=O)NCc1ccc(F)cc1	-90.0	-10.6	-2.5	-6.0	-22.1	-10.3	1.0	3.6	-0.7	-13.0	-0.8
CN(CC(=O)Nc1ccccc1Cl)CC(=O)Nc1ccccc1[N+](=O)[O-]	1.7	13.2	8.9	17.8	-7.5	4.1	-0.7	0.5	-2.3	-4.1	-3.5
O=C(O)CCC(=O)Nc1cccc(C(=O)Nc2cccc(Cl)c2)c1	-0.1	10.5	1.7	10.2	3.2	-16.1	3.6	1.7	15.4	-3.0	2.1
